Epigenetic mod: qHTS Assay for Epigenetic Modulators; Potency, µM (titrated, usually from 46.1 µM), for the others: at the top dose GFP derepression (activation); AID 597, 2007; mouse C127i GFP locus derepression, cytometry, 30 h; actives 0.09% (n = 68,000); active = well fitted curve in the direction sought with a large enough effect; inconclusive = small, poorly fitted or top-dose-only effect; also: % of control where 0% means no effect
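Derepression screen: silenced CMV-GFP reporter in murine C127i cells, 30 h compound incubation at 37 C, washed cells imaged by laser-scanning cytometer to enumerate GFP-expressing objects of 20 to 120 um.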
Fluorescein autfl: qHTS Assay for Spectroscopic Profiling in Fluorescein Spectral Region; Compound autofluorescence, 480/540 nm, fluorescein-equivalent; active compounds read high; max fluorescein-equivalent concentration, M; actives 0.91% (n = 59,000); AID 593, 2007; in the data active = max fluorescein-equivalent concentration above about 10 nM; inconclusive = between about 1.1 nM and that limit
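Values reflect compound autofluorescence, normalized to fluorescein on the same plate and reported at each tested concentration. Conditions: 100 mM Tris pH 8.0, room temperature, 15 min, excitation 480 nm, emission 540 nm.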
4-MU autofl: qHTS Assay for Spectroscopic Profiling in 4-MU Spectral Region; compound autofluorescence, 340/450 nm, 4-MU equivalents; active compounds read high; max dye-equivalent concentration, M; actives 11% (n = 59,000)
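Intrinsic fluorescence at 340/450 nm (ex/em) was read after 15 min at room temperature in pH 8.0, 100 mM Tris. Each compound concentration expressed as 4-MU-equivalent concentration from a six-point 4-MU standard series on each plate.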
A350 autofl: qHTS Assay for Spectroscopic Profiling in A350 Spectral Region; Compound autofluorescence, 340/450 nm, Alexa 350 dye-equivalents; active compounds read high; max dye-equivalent concentration, M; actives 11% (n = 59,000)
* marks the source's active call; other numbers are inactive results; i = inactive; ? = inconclusive; [ ] = dose if it differs, or a comment. Rule as the data show it, unless noted: active = max dye-equivalent concentration above about 10 nM; inconclusive = mostly about 1.1 nM to 9.6 nM; inactive = weaker than that.

The opening two records, ahead of the listing:
Results follow in this order: Epigenetic mod, Fluorescein autfl, 4-MU autofl, A350 autofl
- Cc1ccc(NC(=O)c2cc(N3CCOCC3)nc3ccccc23)cc1
→ -3%[20.6 µM], i, 8.1e-08M*, 1.1e-07M*
- CC(=O)N1CCC2(CC1)C(C#N)=C(N)Oc1n[nH]c(C(F)(F)F)c12
→ 21%[20.6 µM], i, ?, ?

All compounds of this part, repeating the preview:
Results follow in this order: Epigenetic mod, Fluorescein autfl, 4-MU autofl, A350 autofl
- Cc1ccc(NC(=O)c2cc(N3CCOCC3)nc3ccccc23)cc1
→ -3%[20.6 µM], i, 8.1e-08M*, 1.1e-07M*
- CC(=O)N1CCC2(CC1)C(C#N)=C(N)Oc1n[nH]c(C(F)(F)F)c12
→ 21%[20.6 µM], i, ?, ?
- Nc1c(C(=O)NCc2ccco2)sc2nc(N3CCOCC3)c3c(c12)CCCC3
→ -6%[20.6 µM], i, 2.4e-08M*, 2.7e-08M*
- CCOc1ccc(N=C2C(=O)N(CN3CCOCC3)c3ccccc32)cc1
→ 0%[20.6 µM], i, i, i
- CCOC(=O)c1c(C)n(C)c2ccc(O)c(CN3CCCCC3)c12
→ 3%[20.6 µM], i, ?, ?
- Cc1ccc(C)c(OCc2nnc(NC(=O)c3ccco3)s2)c1
→ -3%[20.6 µM], i, ?, ?
- COc1cc(/C=N/n2nnnc2N)ccc1O
→ 4%[20.6 µM], ?, 1.5e-08M*, 1.7e-08M*
- CCC(=O)O[C@@H]1CC(=O)O[C@H](C)CC=CC=C[C@@H](O)[C@H](C)C[C@H](CC=O)[C@H](O[C@H]2O[C@H](C)[C@@H](O[C@H]3C[C@@](C)(O)[C@@H](OC(=O)CC)[C@H](C)O3)[C@H](N(C)C)[C@H]2O)[C@H]1OC
→ -4%[20.6 µM], i, i, i
- O=C(CN1C(=O)c2ccccc2C1=O)NCc1ccncc1
→ -4%[20.6 µM], ?, i, i
- CCCSC1=C(C#N)C(c2ccc(OC)cc2)C2=C(CC(C)(C)CC2=O)N1 (stereo not drawn)
→ 0%[20.6 µM], ?, 4.6e-08M*, 8.5e-08M*
- Nc1ccc2oc(-c3ccccc3Cl)nc2c1
→ 16%[20.6 µM], i, i, i
- CCC(=O)Nc1c(C#N)c2nc3ccccc3nc2n1C1CCCCC1
→ -3%[20.6 µM], i, 1.7e-07M*, 2e-07M*
- OC[C@H]1O[C@@H](n2cnc3c(NC4CCCC4)ncnc32)[C@H](O)[C@@H]1O
→ 6%[20.6 µM], i, i, i
- COc1ccccc1-c1nn2c(-c3ccco3)nnc2s1
→ -4%[20.6 µM], i, i, ?
- Cc1cc(C)cc(CC2CC(=O)N(c3cc(C)on3)C2=O)c1 (stereo not drawn)
→ -3%[20.6 µM], i, i, i
- COc1ccc2[nH]cc(C(=O)CN(C)CCc3ccc(OC)c(OC)c3)c2c1
→ 0%[20.6 µM], i, i, ?
- COc1cccc(C2CC(c3ccccc3Cl)n3nc(N)nc3N2)c1 (stereo not drawn)
→ 2%[20.6 µM], ?, i, i
- COc1cc(C2C(C#N)=C(N)Oc3cc(N)ccc32)cc(OC)c1OC (stereo not drawn)
→ 0%[20.6 µM], i, ?, ?
- C[n+]1cccc(CNC(=O)/C=N/O)c1
→ -6%[20.6 µM], ?, 4.4e-08M*, 4e-08M*
- COc1cc2c(C(=O)N3CCN(c4ccccc4)CC3)c(C)oc2cc1Br
→ 4%[20.6 µM], i, i, i

Fetched one by one from above:
Results follow in this order: Epigenetic mod, Fluorescein autfl, 4-MU autofl, A350 autofl
- CC(=O)N1CCC2(CC1)C(C#N)=C(N)Oc1n[nH]c(C(F)(F)F)c12
→ 21%[20.6 µM], i, ?, ?
- Cc1cc(C)cc(CC2CC(=O)N(c3cc(C)on3)C2=O)c1 (stereo not drawn)
→ -3%[20.6 µM], i, i, i
- Cc1ccc(NC(=O)c2cc(N3CCOCC3)nc3ccccc23)cc1
→ -3%[20.6 µM], i, 8.1e-08M*, 1.1e-07M*
- COc1cc(/C=N/n2nnnc2N)ccc1O
→ 4%[20.6 µM], ?, 1.5e-08M*, 1.7e-08M*
- CCC(=O)O[C@@H]1CC(=O)O[C@H](C)CC=CC=C[C@@H](O)[C@H](C)C[C@H](CC=O)[C@H](O[C@H]2O[C@H](C)[C@@H](O[C@H]3C[C@@](C)(O)[C@@H](OC(=O)CC)[C@H](C)O3)[C@H](N(C)C)[C@H]2O)[C@H]1OC
→ -4%[20.6 µM], i, i, i
- CCCSC1=C(C#N)C(c2ccc(OC)cc2)C2=C(CC(C)(C)CC2=O)N1 (stereo not drawn)
→ 0%[20.6 µM], ?, 4.6e-08M*, 8.5e-08M*

Additional entries follow.
Results follow in this order: Epigenetic mod, Fluorescein autfl, 4-MU autofl, A350 autofl
- COc1cccc(OC)c1OCC(C)CNCC1CCCO1 (stereo not drawn)
→ 3%[20.6 µM], i, i, i
- Cc1cc(C)n(CC(=O)n2c3c(c4ccccc42)CCCC3)n1
→ -3%[20.6 µM], i, i, i
- CC1(C)NC(=O)N(CC(O)COc2cc3ccccc3cc2C(=O)N2CCCCC2)C1=O (stereo not drawn)
→ 0%[20.6 µM], ?, i, i
- N=c1c2c(-c3ccccc3)c(-c3ccccc3)n(Cc3ccccc3)c2ncn1CCCn1ccnc1
→ 0%[20.6 µM], ?, i, i
- CCc1c(C)c(C#N)c2nc3ccccc3n2c1-n1nc(C)cc1C
→ 8%[20.6 µM], ?, ?, 1.1e-08M*
- COc1cc(C2NC(=O)NC(C)=C2C(=O)Nc2cccc(C)c2C)cc(OC)c1OC (stereo not drawn)
→ 3%[20.6 µM], i, ?, ?
- O=C(NCc1cccnc1)NC(C(F)(F)F)C(F)(F)F
→ -3%[20.6 µM], i, i, i
- Cn1cccc1/C=N/n1cnnc1
→ 5%[20.6 µM], i, ?, ?
- C1CNCCNCCNCCN1
→ -4%[20.6 µM], i, ?, ?
- COC(=O)C(NC(=O)c1ccco1)(Nc1nc(C)cs1)C(F)(F)F (stereo not drawn)
→ -3%[20.6 µM], i, i, i
- O=C1OC(Nc2ccc(Br)cn2)c2ccccc21 (stereo not drawn)
→ 2%[20.6 µM], ?, i, i
- COc1ccc(/C(O)=C2/C(=O)C(=O)N(CCN3CCOCC3)C2c2ccccn2)cc1 (stereo not drawn)
→ -4%[20.6 µM], ?, i, i
- Cc1ccccc1NC(=O)NCCc1nc2ccccc2[nH]1
→ 5%[20.6 µM], i, i, i
- Cc1nnc(NCc2n[nH]c(=O)c3ccccc23)c2ccccc12
→ 12%[20.6 µM], i, i, i
- Cn1c(NCC(O)c2ccccc2)nc2c1c(=O)n(Cc1ccc(Cl)c(Cl)c1)c(=O)n2C (stereo not drawn)
→ 0%[20.6 µM], i, i, i
- CCOC(=O)CCNc1n[nH]c(=O)[nH]c1=O
→ 2%[20.6 µM], i, i, i
- C=CCOc1ccc(C2/C(=C(\O)c3ccc(F)cc3)C(=O)C(=O)N2CCCN(C)C)cc1 (stereo not drawn)
→ 0%[20.6 µM], ?, i, i
- CCN(CC)CCN1C(=O)C(=O)/C(=C(/O)c2c(C)[nH]c(C(=O)OC)c2C)C1c1ccccc1 (stereo not drawn)
→ 13%[20.6 µM], ?, i, i
- O=C1C2ON(c3ccccc3)C(c3cccnc3)C2C(=O)N1Cc1ccccc1 (stereo not drawn)
→ 9%[20.6 µM], i, ?, ?
- COc1ccc(-n2c(C)c(C(C)=O)c3cc(O)ccc32)cc1
→ -3%[20.6 µM], i, i, i
- CCCC(=O)Nn1cnc2c(c1=O)C1(CCCC1)Cc1ccccc1-2
→ 0%[20.6 µM], i, i, i
- Cc1cccc(OCCN2CSC(=S)N(C)C2)c1
→ 0%[20.6 µM], i, i, i
- COC(=O)c1[nH]c(C)c(/C(O)=C2\C(=O)C(=O)N(CCN3CCOCC3)C2c2cccnc2)c1C (stereo not drawn)
→ 0%[20.6 µM], i, i, i
- CC(C)C(=O)N1CCN(c2nc(-c3ccccc3)c3c(c2C#N)CCCC3)CC1
→ 0%[20.6 µM], ?, 2e-07M*, 2e-07M*
- N#CC1=C(N)NC(SCc2ccc(F)cc2)=C(C#N)C12CCCCC2
→ -5%[20.6 µM], i, i, i
- O=C(CN1C(=O)c2ccccc2S1(=O)=O)NCCSCc1ccco1
→ 2%[20.6 µM], i, i, i
- C=CCn1c(SCC(=O)NC23CC4CC(CC(C4)C2)C3)nc(O)cc1=O
→ -3%[20.6 µM], ?, i, i
- CCCC(=O)N1CCN(c2nc(CC(C)C)c3c(c2C#N)CCC3)CC1
→ 10%[20.6 µM], i, 6.3e-08M*, 7.4e-08M*
- Cc1cc(C)nc(NC2=NCC(=O)N2c2cccc(Cl)c2)n1
→ 2%[20.6 µM], i, i, ?
- CN1CCN(CC(=O)Nc2nc(-c3ccccc3)cs2)CC1
→ 2%[20.6 µM], i, ?, ?
- Cc1cc(=O)oc(C)c1C(=O)NC1CC(C)(C)NC(C)(C)C1
→ -2%[20.6 µM], i, i, i
- Cn1c(=O)c2c3c(sc2n2c(SCC(=O)c4ccccc4)nnc12)COC(C)(C)C3
→ -3%[20.6 µM], i, i, i
- CCCCCSc1nc(C)c(CC(=O)O)c(=O)[nH]1
→ 8%[20.6 µM], ?, i, i
- O=C(CSc1nnc(-c2ccco2)c(-c2ccco2)n1)Nc1ccccc1
→ -6%[20.6 µM], i, i, i
- O=S(=O)(c1ccccc1)N1CCC(N2CCCCCC2)CC1
→ 8%[20.6 µM], i, i, i
- N#C/C(C(=O)N1CCOCC1)=C1/SC(Cc2ccccc2)C(=O)N1c1ccccc1 (stereo not drawn)
→ -3%[20.6 µM], i, i, i
- CC(C)Oc1ccc(/C(O)=C2/C(=O)C(=O)N(CCN(C)C)C2c2ccco2)cc1 (stereo not drawn)
→ -3%[20.6 µM], i, i, ?
- C/C(NC(=O)c1ccccc1F)=C1\C(=O)C[C@@H]2[C@H]1C2(C)C
→ 0%[20.6 µM], i, i, i
- Cc1ccc(C(=O)/C=C/Nc2cccc(O)c2)cc1
→ 8%[20.6 µM], i, ?, ?
- N#Cc1c2c(c(-c3ccccc3)[nH]c1=O)CCCC2
→ -4%[20.6 µM], i, 1.6e-08M*, 2e-08M*
- COc1ccc(Cl)cc1N=Cc1c(O)cc(C)oc1=O
→ 2%[20.6 µM], ?, ?, ?
- Cn1c(=O)c2c(nc(Oc3ccc4c(c3)OCO4)n2Cc2ccc(F)cc2)n(C)c1=O
→ 8%[20.6 µM], i, ?, ?
- COC(=O)c1ccccc1OCc1cccc(C)n1
→ 2%[20.6 µM], i, i, i
- COC(=O)C1CCN(c2nc3ccccc3nc2C(C#N)C(=O)NCCc2ccccc2)CC1 (stereo not drawn)
→ 5%[20.6 µM], ?, ?, ?
- CCN(CC)c1nc(C)c2c(c1C#N)CC(C)(C)OC2
→ -3%[20.6 µM], i, 1.8e-07M*, 2e-07M*
- COc1ccc(C2C=C(c3ccc(Cl)cc3)Nc3nc(NC(C)=O)nn32)cc1 (stereo not drawn)
→ 4%[20.6 µM], 2.8e-08M*, 1.2e-07M*, 1.3e-07M*
- CC(C)CC(NC(=O)OC(C)(C)C)C(=O)NCc1ccccc1 (stereo not drawn)
→ -2%[20.6 µM], i, i, i
- Cc1cc(C)c(C#N)c(SCC(=O)N2CCN(Cc3ccccc3)CC2)n1
→ 3%[20.6 µM], i, i, i
- COCCCNC(=O)c1c(N)n(/N=C/c2cccs2)c2nc3ccccc3nc12
→ -4%[20.6 µM], ?, 4.7e-08M*, 4.2e-08M*
- O=C1CC(c2ccccc2)n2nc(N3C(=O)c4ccccc4C3=O)nc2N1 (stereo not drawn)
→ -6%[20.6 µM], ?, i, i
- Cn1c(=O)c2c(nc(NCc3ccco3)n2Cc2ccc(Cl)cc2Cl)n(C)c1=O
→ 0%[20.6 µM], i, i, i
- CN1c2ccccc2N(C)C1c1c(O)ccc2ccccc12
→ 0%[20.6 µM], i, 1e-08M*, 1.4e-08M*
- CC(=O)O[C@H]1C(=O)[C@]2(C)[C@H]([C@H](OC(=O)c3ccccc3)[C@]3(O)C[C@H](OC(=O)[C@H](O)[C@@H](NC(=O)c4ccccc4)c4ccccc4)C(C)=C1C3(C)C)[C@]1(OC(C)=O)CO[C@@H]1C[C@@H]2O
→ -2%[20.6 µM], i, i, i
- CCOC(=O)CSc1nc(N2CCOCC2)c2c(c1C#N)CC(C)(C)N(C)C2
→ -3%[20.6 µM], ?, 1.3e-08M*, 1.6e-08M*
- COc1ccccc1NC(=O)Nc1nnc(C(C)C)s1
→ ?, ?, i, i
- Cc1cc(C)nc(CC(N)=O)n1
→ 0%[20.6 µM], i, ?, ?
- CCOC(=O)N1CCN(c2ncnc3c2[nH]c2ccc(OC)cc23)CC1
→ 2%[20.6 µM], i, 1.4e-07M*, 1.6e-07M*
- O=C(Nc1nnc(SCc2ccccc2F)s1)c1ccco1
→ -4%[20.6 µM], ?, i, i

Screening results deposited in PubChem by National Center for Advancing Translational Sciences (NCATS).

This is a subset; count on the stated rates, not on these rows.
